# Assay outcomes deposited in PubChem by National Center for Advancing Translational Sciences (NCATS).
# Anesthetic bind = qHTS Assay for Identification of Novel General Anesthetics; Ferritin light chain (Equus caballus), P02791; apoferritin/1-aminoanthracene competitive binding, fluorescence; Potency, µM (highest dose often 77.5 µM), for inactives: at the top dose activity change, negative = displacement, hits mostly inhibitors; 350,000 compounds, 0.074% hits; AID 485281, 2010; also: potency is read from the fitted curve at half-maximal effect; % is scaled to controls: 0 for no effect and ±100 for the full control effect; nearly all actives have a fitted effect of over 20% in size
# Target sequence (P02791 2-175 limits assumed): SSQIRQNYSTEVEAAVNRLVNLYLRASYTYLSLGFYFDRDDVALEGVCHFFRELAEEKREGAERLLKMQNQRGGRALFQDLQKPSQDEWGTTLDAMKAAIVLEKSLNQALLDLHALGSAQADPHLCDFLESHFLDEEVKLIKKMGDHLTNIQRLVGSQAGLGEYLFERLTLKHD
#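 Steps: apoferritin (10 uM) was premixed with half-saturated 1-AMA in PBS, compounds were pin-transferred, plates stood 10 min at room temperature, fluorescence was read at 380/535 nm, and curves were fitted with a Hill equation.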
# D1 agonist = Allosteric Agonists of the Human D1 Dopamine Receptor: qHTS. AID 504660, 2011. activation, % at 2 µM. 360,000 compounds, 1% hits. HEK293 T-REx D1 cells, calcium flux, agonist mode; in the data active = activation above about 30%; also: 0% is about no effect
# Target sequence (P21728 whole entry, looked up): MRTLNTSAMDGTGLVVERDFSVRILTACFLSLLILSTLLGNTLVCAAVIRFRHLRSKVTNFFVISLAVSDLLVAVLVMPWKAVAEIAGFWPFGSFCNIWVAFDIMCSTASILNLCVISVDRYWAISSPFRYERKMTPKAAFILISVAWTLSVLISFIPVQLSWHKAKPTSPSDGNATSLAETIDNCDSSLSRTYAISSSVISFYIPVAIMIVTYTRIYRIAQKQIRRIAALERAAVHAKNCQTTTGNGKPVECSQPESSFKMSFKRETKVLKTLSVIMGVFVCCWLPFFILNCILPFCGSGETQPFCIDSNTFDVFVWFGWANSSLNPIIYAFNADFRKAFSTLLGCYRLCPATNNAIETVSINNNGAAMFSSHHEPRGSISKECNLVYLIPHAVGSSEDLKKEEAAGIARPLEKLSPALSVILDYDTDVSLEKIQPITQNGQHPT
#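 Inducible HEK293 T-REx D1 cells, force-coupled to calcium signalling, were plated at 4000 cells/well with tetracycline and held overnight at 30 C. After no-wash calcium dye loading, compound-evoked calcium rise over 180 s flagged agonists.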
# D1 antag = Antagonist of Human D 1 Dopamine Receptor: qHTS; 360,000 compounds, 3.2% hits; AID 504652, 2011; HEK293 TREx D1 cells, calcium flux, dopamine EC80; hits give low values; D(1A) dopamine receptor (Homo sapiens), P21728; activity change, negative = inhibition, % at 10 µM; in the data active = activity change below about -30%; also: % is scaled to controls: 0 for no effect and ±100 for the full control effect
#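 Calcium flux readout: force-coupled, inducible Hek293 Trex D1 line, cells induced overnight at 30 C with tetracycline, dye-loaded 30–90 min at RT. Antagonism scored against EC80 dopamine challenge given 180 s after compound.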
# TRHR enhancer = qHTS for Small Molecule Agonists and Allosteric Enhancers of Human TRH Receptor: Primary Screen for Enhancers; 360,000 compounds, 0.66% hits; enhancement, % at 2 µM; Thyrotropin-releasing hormone receptor (Homo sapiens), P34981; AID 493056, 2011; TRHR cells, fluo-8 calcium fluorescence, EC20 TRH enhancement; in the data active = enhancement above about 30%; also: 0% is about no effect
#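 Enhancer read-out: after compound pinning and an initial kinetic agonist-mode read, an EC20 of TRH (10 nM final) was injected and fluo-8 calcium signal (Ex 480/Em 530) followed at 1 s/cycle for 100 cycles in TRHR-expressing cells.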
# D1 potentiator = Potentiators of Human D1 Dopamine Receptor: qHTS. D(1A) dopamine receptor (Homo sapiens), P21728. HEK293 TREx D1 cells, calcium flux, dopamine EC20 potentiation. potentiation, % at 10 µM. 360,000 compounds, 0.036% hits; in the data active = potentiation above about 30%; also: 0% is about no effect
# D2 PAM = HTS Assay for Positive Allosteric Modulators of the Human D2 Dopamine Receptor: Primary Screen for Potentiators | potentiation, % at 10 µM | HEK293 T-REx D2, calcium flux, EC20 dopamine potentiation | 340,000 compounds, 0.34% hits | D(2) dopamine receptor (Homo sapiens), P14416;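 active = potentiation over 3 SD above the plate norm, cut at about 30% in these data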; also: 0% is about no effect
# Target sequence (P14416 whole entry, looked up): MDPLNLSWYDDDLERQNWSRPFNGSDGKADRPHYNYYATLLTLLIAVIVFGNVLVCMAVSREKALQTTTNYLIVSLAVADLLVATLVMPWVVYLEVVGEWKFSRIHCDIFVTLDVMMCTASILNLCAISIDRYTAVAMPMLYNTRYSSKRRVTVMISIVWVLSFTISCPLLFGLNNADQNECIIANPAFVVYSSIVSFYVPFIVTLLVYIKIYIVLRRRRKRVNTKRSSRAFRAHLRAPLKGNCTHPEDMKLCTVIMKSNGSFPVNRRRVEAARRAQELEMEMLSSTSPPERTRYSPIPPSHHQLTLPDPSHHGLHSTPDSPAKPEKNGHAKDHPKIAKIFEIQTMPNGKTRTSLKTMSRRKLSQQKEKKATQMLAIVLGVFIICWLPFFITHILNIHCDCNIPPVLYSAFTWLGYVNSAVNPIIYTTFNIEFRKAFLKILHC
#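 Primary screen. Calcium kinetics in induced HEK293 T-REx D2 cells: compound pre-addition 180 s, EC20 dopamine, 180 s more.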
# RXFP1 agonist = qHTS Assay for Agonists of the Relaxin Receptor RXFP1 | Relaxin receptor 1 (Homo sapiens), Q9HBX9 | HEK293T-RXFP1 cAMP TR-FRET, 30 min; response scale: percent of porcine relaxin response, buffer zero | 370,000 compounds, 0.3% hits | AID 2676, 2010 | Potency, µM (titrated, usually from 57.5 µM), inactives show top-dose activation, actives largely listed as activators; also: potency is read from the fitted curve at half-maximal effect; % is scaled to controls: 0 for no effect and ±100 for the full control effect; nearly all actives have a fitted effect of over 60% in size; many of its hits are not listed in these tables
#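 cAMP rise read by TR-FRET after 30 min, 37C compound exposure (up to 58 uM) in RXFP1-transfected HEK293 cells with Ro 20174 present. EC50 from Hill-equation fits, with 29 nM porcine relaxin as 100% and buffer as basal.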
# TRHR ag = qHTS for Small Molecule Agonists and Allosteric Enhancers of Human TRH Receptor: Primary Screen for Agonists. TRHR cells, calcium flux fluo-8, FDSS agonist mode. 360,000 compounds, 0.18% hits. activation, % at 2 µM. Thyrotropin-releasing hormone receptor (Homo sapiens), P34981; in the data active = activation above about 30%; also: 0% is about no effect
#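 TRHR-expressing cells loaded with fluo-8 calcium dye; 23 nL library compound pin-transferred, kinetic FDSS fluorescence (Ex 480/Em 530) recorded about 180 s for agonist-induced calcium release, before a 10 nM TRH EC20 addition for potentiator mode.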
# RXFP1 antagonist = qHTS Assay for Antagonists of the Relaxin Receptor RXFP1. activity change, negative = inhibition, % at 57.5 µM. HEK293-RXFP1, relaxin-stimulated cAMP HTRF, 30 min; hits give low values. 350,000 compounds, 0.59% hits;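 active = activity change of -60% or lower, but not beyond a set lower limit; inconclusive = change between -60% and -40%, or beyond the set limit; inactive = change above -40%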; also: % is scaled to controls: 0 for no effect and ±100 for the full control effect
# * hit, by the source's call; ? = inconclusive; / = no result given; & = joins results of further samples. Unless noted, calls follow the shape of the dose curve; as a rule, active = well fitted curve in the direction sought with a large enough effect; inconclusive = small, poorly fitted or top-dose-only effect, or another doubt; inactive = no such curve, though single readings can be large; an effect the other way counts as inactive or inconclusive. Not all compounds are listed (hit frequency here may not be typical).
SMILES,Anesthetic bind,D1 agonist,D1 antag,TRHR enhancer,D1 potentiator,D2 PAM,RXFP1 agonist,TRHR ag,RXFP1 antagonist
O=C1CC(=O)C(n2cncn2)C(c2ccc(Cl)cc2)C1 (stereo unspecified),3.0%,3.2,-18.7,1.7,-2.1,14.4,1.0%,0.0,-6.9
CC1(c2ccc(Cl)cc2)NC(=O)N(CC(=O)c2ccc3c(c2)OCO3)C1=O (stereo unspecified),?,53.1*,-20.4,0.6,-7.7,0.5,-0.4%,2.9,-3.5
O=C(CSCc1ccc(Cl)cc1)Nc1ccc(O)cc1C(=O)O,-5.4%,2.5,21.1,16.7,3.3,2.4,-0.2%,-0.2,-10.1
CC(C)(C)c1cc(CCC(=O)NN)cc(C(C)(C)C)c1O,-14.5%,1.4,13.9,-1.1,0.1,8.2,1.2%,1.7,-12.3
CCCCc1cc(=O)oc2c(C)c(OCC(=O)N3CCC(C(N)=O)CC3)ccc12,-8.4%,3.9,-0.1,27.9,0.3,-10.7,0.7%,0.5,11.1
CCCCCCC1CC(CCc2nc(=S)[nH][nH]2)C(=O)O1 (stereo unspecified),6.9%,1.4,8.8,-2.4,-1.8,-5.2,1.8%,-0.4,-12.6
CCOC(=O)C(NC(C)=O)C(=O)Nc1ccc(OC)cc1 (stereo unspecified),-4.1%,0.5,3.0,5.5,-10.1,-3.1,0.7%,0.2,-11.7
Cc1c(NC(=O)C(=O)N/N=C/c2cccs2)c(=O)n(-c2ccccc2)n1C,-4.0%,4.6,2.0,1.9,-4.2,-4.5,-0.3%,0.0,-20.7
CCOc1ncccc1C(=O)OC(C)C(=O)Nc1ccc(CC)cc1 (stereo unspecified),-16.5%,-1.4,-13.8,11.2,-3.8,11.7,1.0%,-0.4,-6.7
O=C(CCOc1ccccc1)N1CCN(S(=O)(=O)c2cccs2)CC1,-8.4%,2.1,-8.7,1.7,1.1,-5.9,0.9%,-0.3,-9.6
CCCCCCC(=O)N(O)C1CC(=O)N(c2ccc(F)cc2)C1=O (stereo unspecified),5.4%,0.6,10.3,-16.1,-4.0,17.6,1.5%,0.9,20.3
CC(=O)n1nc(-c2ccccc2)nc1NCc1ccc(N(C)C)cc1,1.8%,1.1,1.0,38.9*,-0.3,3.3,0.4%,-0.4,-10.7

# Five successive records out of the list so far, for reference:
SMILES,Anesthetic bind,D1 agonist,D1 antag,TRHR enhancer,D1 potentiator,D2 PAM,RXFP1 agonist,TRHR ag,RXFP1 antagonist
O=C1CC(=O)C(n2cncn2)C(c2ccc(Cl)cc2)C1 (stereo unspecified),3.0%,3.2,-18.7,1.7,-2.1,14.4,1.0%,0.0,-6.9
CC1(c2ccc(Cl)cc2)NC(=O)N(CC(=O)c2ccc3c(c2)OCO3)C1=O (stereo unspecified),?,53.1*,-20.4,0.6,-7.7,0.5,-0.4%,2.9,-3.5
O=C(CSCc1ccc(Cl)cc1)Nc1ccc(O)cc1C(=O)O,-5.4%,2.5,21.1,16.7,3.3,2.4,-0.2%,-0.2,-10.1
CC(C)(C)c1cc(CCC(=O)NN)cc(C(C)(C)C)c1O,-14.5%,1.4,13.9,-1.1,0.1,8.2,1.2%,1.7,-12.3
CCCCc1cc(=O)oc2c(C)c(OCC(=O)N3CCC(C(N)=O)CC3)ccc12,-8.4%,3.9,-0.1,27.9,0.3,-10.7,0.7%,0.5,11.1

# Going on with the list:
SMILES,Anesthetic bind,D1 agonist,D1 antag,TRHR enhancer,D1 potentiator,D2 PAM,RXFP1 agonist,TRHR ag,RXFP1 antagonist
N#C/C(C(=O)c1ccccc1)=C1/CCCN1,-9.1%,5.9,0.9,2.4,-5.1,1.4,2.1%,-0.6,-5.7
CCN=C1SC(CC(=O)Nc2ccccc2OCC)C(=O)N1CC (stereo unspecified),-1.5%,-3.3,-14.4,-3.0,2.6,18.0,0.9%,-0.4,5.3
CCOC(=O)C1(CC2CCCCO2)CCN(Cc2cc(F)ccc2-n2cccn2)CC1 (stereo unspecified),-18.6%,6.7,-1.6,-1.1,-1.5,-1.0,0.4%,0.2,-2.8
COc1ccc(OCCNc2cc(N3CCCCC3)ccc2[N+](=O)[O-])cc1,-6.6%,6.2,-7.1,1.4,5.7,-1.3,-2.6%,-0.2,-3.0
CCc1ccc(NC(=O)c2n[nH]c(=O)c3ccccc23)cc1,-5.0%,3.0,2.1,-2.7,-8.9,2.4,0.8%,0.8,-5.9
COCCCNC(=O)Cn1cc(C(C)=O)c2ccccc21,-8.0%,1.4,6.2,1.3,-6.0,8.5,1.6%,-0.3,-15.4
CC(C)(C)c1cc(NC(=O)COC(=O)c2ccc(O)cc2O)n(-c2ccccc2)n1,/,4.9,-6.6,0.5,-5.6,3.4,0.1%,0.6,0.9
CCN(CC)c1cc(C)c2cc(NC(=O)c3ccc(OC)c(OC)c3)ccc2n1,0.3%,0.8,3.4,11.3,1.7,22.8,3.5%,-0.3,/
CN1/C(=C\C(=O)COC(=O)c2ccccc2O)C(C)(C)c2ccccc21,21.5%,6.9,-5.0,0.3,-5.2,-8.4,-3.1%,-0.1,-15.1
COc1ccc(C)cc1NC(=O)CO/N=C(\N)CC(=O)Nc1ccccc1OC,/,-0.1,19.5,-6.2,10.8,-24.0,0.1%,-0.3,-1.2
O=C(CSCCO)Nc1ccc(C2CCCCC2)cc1,7.08µM*,27.5,12.3,9.5,-6.0,18.1,-0.2%,-0.4,-6.3
C=CCC(=O)N(CC)CC1CCCN(CCc2cccc(F)c2)C1 (stereo unspecified),-5.7%,2.2,-2.9,-0.2,-1.9,-16.9,-1.1%,0.2,-4.3
COc1ccc(C(=O)n2nc(C)c(Br)c2C)cc1,-17.4%,1.3,17.3,3.7,-14.6,-8.3,1.2%,0.6,4.1
O=C(COC(=O)c1cncc(Br)c1)Nc1ccc(F)c(F)c1F,/,2.9,11.6,5.8,2.1,-8.8,0.1%,0.5,0.8
COCCn1c(CN2CCN(c3cccc(Cl)c3)CC2)nc2c1c(=O)n(C)c(=O)n2C,-15.2%,-1.2,1.8,-0.2,0.9,-5.8,0.5%,-0.2,5.5
CN(c1ccccc1)S(=O)(=O)c1ccc2c(c1)oc(=O)n2C,-5.0%,4.1,-22.3,8.3,-2.1,6.5,-0.6%,0.3,3.5
Cc1ccc(-c2csc(NC(=O)c3ccccc3Cl)c2C(=O)O)cc1,-7.8%,1.9,-18.5,-0.7,-7.5,10.0,-1.1%,-1.3,24.5
Cc1nnc(NC(=O)c2c(-c3ccccc3)noc2C)s1,-3.9%,2.5,-5.4,-0.6,5.3,9.8,0.0%,0.8,-12.1
O=C(c1ccc2c(c1)N(Cc1ccccc1)CCS2)N1CCCCC1,-11.0%,0.1,1.2,-1.0,-3.4,4.1,2.7%,-0.3,-35.4
COc1ccc(S(=O)(=O)N2c3cc(C)ccc3OCC2C(C)(C)C)cc1 (stereo unspecified),-15.8%,7.5,10.6,-7.6,0.3,6.2,0.2%,0.9,1.9
COc1cc2c(cc1OC)C(NC(=O)C(F)(F)F)CNC2=O (stereo unspecified),1.5%,4.3,1.7,4.1,0.3,7.5,3.1%,1.3,-18.9
C/C(=N\N1CCN(Cc2ccccc2)CC1)c1ccco1,-6.1%,3.1,-19.4,2.6,11.6,-6.6,2.3%,-0.2,-9.2
O=C(COc1ccccc1)NC(NC(=S)Nc1ccccc1C(=O)O)C(Cl)(Cl)Cl (stereo unspecified),-19.5%,0.4,-3.5,-8.8,-1.4,0.7,-0.1%,1.5,8.9
Cc1ccc(NS(=O)(=O)c2ccc3c(c2)CCC(=O)N3)cc1C,-3.6%,3.9,-19.9,-2.4,-2.5,10.0,2.7%,-0.2,-4.0
O=C(NCc1ccco1)c1sc2cc(Cl)ccc2c1Cl,-2.5%,3.5,-2.6,-3.1,-0.8,8.1,2.8%,0.3,-1.9
Cc1ccnc(NC(=O)C2CCN(S(=O)(=O)c3ccc4c(c3)CC(C)N4C(=O)C3CCC3)CC2)c1 (stereo unspecified),-1.5%,2.1,-6.0,3.1,-8.7,-0.4,0.2%,-0.4,2.7
Cc1ccc(NC(=O)CCc2c(C)nn(-c3ccc(N4CCCCC4)nn3)c2C)cc1F,-10.6%&40.3%,1.6&3.0,4.9&9.6,-1.8&-5.4,4.0&-4.6,7.4&15.5,1.5%&6.3%,-1.3&-0.5,-6.2&-5.7
CC(C)N1CCN(CC#Cc2ccccc2)CC1CCO (stereo unspecified),-6.7%,1.3,6.6,2.4,3.2,13.1,0.0%,0.2,-8.4
CCn1cc(C(=O)NC2CCc3ccccc32)c(=O)c2ccc(C)nc21 (stereo unspecified),-1.2%,2.9,9.5,-1.8,0.8,11.8,1.6%,-0.2,/
CCCc1cc(=O)[nH]c(SCc2cc(=O)oc3cc(C)c(C(C)C)cc23)n1,-1.8%,1.2,-10.4,1.7,-6.0,4.7,2.3%,1.0,3.4
CN1CCN(S(=O)(=O)c2ccc(-c3ccc(S(=O)(=O)N4CCN(C)CC4)cc3)cc2)CC1,-6.2%,3.7,-0.1,-7.5,-9.3,-4.0,0.1%,1.8,/
COc1ccc(NC(=O)CC2C(=O)N(c3ccc(F)cc3)C(=O)N2Cc2ccco2)cc1 (stereo unspecified),-11.9%,-0.7,-6.3,7.5,-0.6,2.0,0.6%,0.4,9.3
O=C(NCc1nnnn1-c1ccc(F)cc1)C1CC(=O)N(c2ccc(F)cc2)C1 (stereo unspecified),/,-0.3,-30.1*,-6.6,-0.5,-12.2,1.5%,0.4,-15.5
CCCN1C(=O)c2cc(C(=O)NC3CCCC3)ccc2C1O (stereo unspecified),-7.0%,1.7,4.0,3.6,4.5,-7.1,0.6%,0.4,/
NC(=O)c1cc[n+](CC(=O)NC(=O)Nc2ccccc2)cc1,/,2.4,-1.4,-2.2,2.1,3.5,1.8%,0.4,3.5
COc1cc(C2NC(=S)NC(O)(C(F)(F)F)C2C(=O)c2cccs2)cc(OC)c1O (stereo unspecified),7.0%,2.1,-11.8,-2.4,-0.5,2.8,2.3%,0.4,-2.6
